# Ecoli viability – bacterial growth inhibition, counter-screen for AddAB inhibitors; AID 449728; inhibition, % at 11.9 µM; E. coli V3065 growth, OD600 absorbance, 18 h; actives 0.27% (n = 330,000);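 active = inhibition above the campaign's mean inhibition across all tested compounds plus 3 SD, cut at about 9.9% in these data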;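 note: uninfected addAB+ strain grown without phage in ampicillin broth; 0% = DMSO wells and 100% = ciprofloxacin 0.95 µg/ml wells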
# Wnt act – Wnt/beta-catenin pathway activation | Wnt/beta-catenin reporter cell assay, activator, plate reader | activation, % at 9.35 µM | actives 1.2% (n = 300,000); in the data active = activation above about 30%, passing the limit was not always enough;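 note: 0% = neutral control wells and 100% = positive control wells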
# Tat export inh – blocks Tat-dependent protein export in E. coli. E. coli MC4100 TorA-mCherry Tat export, fluorescence. actives 0.036% (n = 340,000). inhibition, % at 10 µM;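 active = mean replicate inhibition at least 50% and at least half of replicates individually reaching 50%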;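 note: exported cargo escapes ClpAP degradation while cytoplasmic cargo is degraded and loses fluorescence; 0% = median of neutral control wells and 100% = median of NaSCN control wells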
# PvdQ inh – blocks Pseudomonas aeruginosa PvdQ acylase activity | actives 0.063% (n = 340,000) | purified PvdQ acylase, fluorescence plate reader | inhibition, % at 10 µM; in the data active = inhibition above about 30%, passing the limit was not always enough;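 note: 0% = vehicle neutral wells and 100% = reference inhibitor wells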
# AddAB inh – less growth of phage-infected E. coli with AddAB. E. coli expressing H. pylori AddAB, absorbance growth. inhibition, % at 11.9 µM. actives 0.29% (n = 330,000); in the data active = inhibition above about 12%;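 note: 0% = vehicle wells of infected cells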
# DAGLB inh – diacylglycerol lipase beta (human) inhibition; HEK293T DAGLB membrane lysate, EnzChek fluorogenic substrate; inhibition, % at 5.17 µM; actives 0.059% (n = 340,000); in the data active = inhibition above about 34%;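 note: 0% = enzyme with vehicle and 100% = wells lacking enzyme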
# Target sequence (Q8NCG7 whole entry, looked up): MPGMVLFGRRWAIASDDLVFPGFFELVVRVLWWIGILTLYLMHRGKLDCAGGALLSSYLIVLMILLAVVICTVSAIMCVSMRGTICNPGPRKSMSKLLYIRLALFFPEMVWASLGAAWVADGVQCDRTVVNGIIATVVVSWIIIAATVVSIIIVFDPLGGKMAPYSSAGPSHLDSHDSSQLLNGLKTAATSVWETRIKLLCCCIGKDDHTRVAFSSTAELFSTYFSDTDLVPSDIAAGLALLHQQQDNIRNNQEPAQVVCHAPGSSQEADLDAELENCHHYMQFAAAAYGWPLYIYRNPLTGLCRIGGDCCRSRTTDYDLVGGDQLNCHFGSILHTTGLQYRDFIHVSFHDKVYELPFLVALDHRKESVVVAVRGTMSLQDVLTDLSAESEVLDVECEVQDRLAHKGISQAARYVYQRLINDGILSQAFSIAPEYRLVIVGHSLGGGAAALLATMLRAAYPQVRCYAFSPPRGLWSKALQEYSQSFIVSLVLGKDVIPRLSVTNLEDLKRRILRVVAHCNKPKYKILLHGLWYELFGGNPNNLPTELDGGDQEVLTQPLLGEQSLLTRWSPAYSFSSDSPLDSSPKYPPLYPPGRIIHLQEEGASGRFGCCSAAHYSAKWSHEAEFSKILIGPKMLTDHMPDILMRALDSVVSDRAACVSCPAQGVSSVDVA
# PfHsp90 yeast 2 – inhibits growth of yeast expressing Plasmodium falciparum Hsp90 | S. cerevisiae expressing PfHsp90, BacTiter-Glo ATP, 48 h; yeast lacking PDR1 and PDR3 efflux regulators | inhibition, % at 9.4 µM | AID 504621 | actives 0.32% (n = 310,000);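 active = every replicate shows inhibition above about 80%, whatever the replicate mean, limit read from the data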;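 note: 0% = DMSO neutral controls and 100% = 20 µM radicicol positive controls; yeast relying on Plasmodium falciparum Hsp90 in place of its own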
# phage Ecoli inh – E. coli growth loss with phage present; inhibition, % at 11.9 µM; actives 0.26% (n = 360,000); growth absorbance; AID 651602; in the data active = inhibition above about 11%
# CAL PDZ FP – human CAL PDZ-peptide interaction inhibition. Q9HD26. purified CAL PDZ, TMR-peptide fluorescence polarization, 1 h. inhibition, % at 20 µM. actives 0.02% (n = 330,000). AID 504414;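 active = highest replicate inhibition of at least 40%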;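 note: plate controls were DMSO neutral control wells for no effect and unlabeled competitor peptide control wells for full effect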
#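 Assay system – tagged CAL PDZ protein CerCALP, purified · Timing – 1 h at RT · Compound – single point, 20 µM · Measured by – fluorescence polarization from S- and P-plane intensities, G-factor corrected · Evaluation – inhibition from polarization loss · Probe or stimulus – TMR reporter peptide T*-PRC34 · Buffer or medium – pH 7.4 phosphate-saline buffer, reducing agent, detergent, IgG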
# Rtt109 Vps75 – C. albicans Rtt109 histone acetyltransferase inhibition | Q5AAJ8 | purified Rtt109/Vps75, ThioGlo CoA-SH fluorescence, 4 h | actives 0.16% (n = 330,000) | inhibition, % at 34.9 µM;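 active = inhibition of at least 50% in every replicate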
# Target sequence (Q5AAJ8 whole entry, looked up): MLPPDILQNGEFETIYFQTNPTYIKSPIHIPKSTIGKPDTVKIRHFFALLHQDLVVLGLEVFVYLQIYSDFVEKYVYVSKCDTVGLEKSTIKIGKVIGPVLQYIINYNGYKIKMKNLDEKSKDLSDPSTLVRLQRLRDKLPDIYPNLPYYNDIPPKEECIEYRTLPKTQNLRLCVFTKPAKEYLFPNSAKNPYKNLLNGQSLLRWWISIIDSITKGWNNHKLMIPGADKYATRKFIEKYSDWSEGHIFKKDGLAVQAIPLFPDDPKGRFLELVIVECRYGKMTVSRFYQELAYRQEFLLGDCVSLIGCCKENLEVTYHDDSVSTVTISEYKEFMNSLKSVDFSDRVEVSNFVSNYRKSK
# The depositor's hits bear a star; nt = not tested or not shown.
SMILES,Ecoli viability,Wnt act,Tat export inh,PvdQ inh,AddAB inh,DAGLB inh,PfHsp90 yeast 2,phage Ecoli inh,CAL PDZ FP,Rtt109 Vps75
Cc1ccc(O)c(C2=NCCNC(C(F)(F)F)=C2)c1,-0.1,-2,-5,0,1.0,7,nt,1.4,-2.1,-10
O=C(Nc1ccccc1F)N1CCc2ccccc2C1,nt,1,-1,-8,nt,0,-5,4.0,-3.3,-5
COc1cc(C2C(C(C)=O)=C(O)C(=O)N2CCc2ccc(OC)c(OC)c2)ccc1O (stereo not drawn),-0.9,nt,2,10,3.6,1,-8,0.8,-1.0,-18
O=C(Nc1nn[nH]n1)c1cccc(Oc2ccccc2)c1,-1.2,nt,3,-13,2.9,1,-9,1.2,0.6,13
COc1ccccc1NC(=O)COC(=O)CC(C)(C)CC1=NS(=O)(=O)c2ccccc2N1,-0.3,0,0,-27,3.5,1,-9,2.1,-2.2,-8
COc1ccc(Cc2nnc(Cl)c3ccccc23)cc1OC,-2.7,2,-6,-9,-1.1,3,9,1.7,-0.7,7
CC1CCCCC12NC(=O)N(CC(=O)N1CCN(C(=O)c3ccco3)CC1)C2=O (stereo not drawn),-1.1,-2,-6,-6,0.6,0,-4,0.6,0.5,4
CCCCOc1ccc(/C=N/NC(=O)C2CCCNC2=O)cc1 (stereo not drawn),-2.1,-1,0,-9,0.2,0,-20,3.9,0.0,-6
O=C(Nc1ccc(N2CCOCC2)c(S(=O)(=O)Nc2ccccc2Cl)c1)c1ccc(=O)[nH]n1,nt,0,-2,-16,nt,0,nt,-0.9,-1.9,-11
CC(C)n1c(=S)[nH]c2cc(C(F)(F)F)ccc21,1.8,-1,-6,-9,0.9,-3,-2,0.7,-1.3,5
S=C(NCCc1ccc(Cl)cc1)NC1CCCC1,-2.7,12,-4,-5,5.5,-3,-5,3.8,-2.3,6
COc1ccc2cc(CCNC(=O)c3cccs3)c(=O)[nH]c2c1,0.9,51*,6,1,0.9,2,-17,3.0,-0.1,-1
CC(C)[C@H](N[C@@H](C)c1ccccc1)c1c(O)ccc2ccccc12,-1.0,-1,-5,-3,-1.1,-4,-12,-0.8,-0.7,-10
C/C(=N\Nc1nc2ccccc2[nH]1)c1ccccn1,27*,18,-8,-5,27*,-1,-64,27*,-1.7,3
Cc1cc(C)c(C)c(S(=O)(=O)Nc2cccnc2)c1C,-1.2,-4,-10,-9,-0.2,0,-1,1.0,-0.9,7
c1ccc(-c2cn3nc(-c4ccccc4)cnc3n2)cc1,2.0,nt,19,-9,1.4,-2,7,0.9,-0.7,-4
O=C(COC(=O)c1ccccc1N1C(=O)C2C3CCC(C3)C2C1=O)c1ccccc1 (stereo not drawn),-0.9,-4,0,-7,-0.2,0,-11,2.2,-2.4,0
CCOc1ccc(S(=O)(=O)N2CCC(C(=O)NCC3CCCO3)CC2)cc1Cl (stereo not drawn),1.9,0,-7,7,3.5,-1,7,-0.3,-3.4,-4
CC(C)c1c(O)nc(SCC(=O)N2CCOCC2)[nH]c1=O,1.9,nt,3,-5,-2.6,1,-12,1.7,-2.3,-90
N/C(CCS(=O)(=O)c1ccc(Cl)cc1)=N\OC(=O)c1ccccc1C(F)(F)F,-2.5,0,12,-7,-0.4,-2,-8,1.6,0.0,4
CC(=O)Nc1ccccc1OCC(O)CS(=O)(=O)c1ccc(C(F)(F)F)cn1 (stereo not drawn),-3.4,-3,-2,27,-0.5,-4,0,4.0,0.7,-1
Cc1cc(C(F)(F)F)nc(-n2cc(-c3cccc(N)c3)nn2)n1,1.6,-1,-6,-18,1.5,1,nt,0.2,-2.0,2
COc1ccc(-c2nnc(SCC(=O)N3CCCCC3)o2)cc1OC,0.9,-1,3,-8,7.5,1,-58,2.0,-0.5,4
Cc1cc(C)n(-c2cccc3cccnc23)n1,-1.9,nt,-14,-9,-2.9,0,-53,1.7,-0.8,-44
Cc1nnc(N/N=C/c2ccc(O)c([N+](=O)[O-])c2)[nH]c1=O,0.0,nt,4,-11,3.0,-1,10,2.9,-2.1,3

# As entered above:
# COc1cc(C2C(C(C)=O)=C(O)C(=O)N2CCc2ccc(OC)c(OC)c2)ccc1O (stereo not drawn) in CAL PDZ FP is listed with -1.0
# Cc1cc(C(F)(F)F)nc(-n2cc(-c3cccc(N)c3)nn2)n1 in CAL PDZ FP is listed with -2.0
# S=C(NCCc1ccc(Cl)cc1)NC1CCCC1 in Ecoli viability is listed with -2.7

# Next results follow:
SMILES,Ecoli viability,Wnt act,Tat export inh,PvdQ inh,AddAB inh,DAGLB inh,PfHsp90 yeast 2,phage Ecoli inh,CAL PDZ FP,Rtt109 Vps75
CCC(C)CCN1C(Nc2ccccc2)=NC[C@@H]1Cc1ccccc1 (stereo partly drawn),0.7,0,-2,4,2.6,-3,1,0.3,0.0,2
CCCCCC(=O)Nc1sc(C)c(C)c1C#N,2.1,3,-4,-19,-0.9,1,-52,2.6,-0.8,-2
COc1cc(/C=C/C(=O)O)cc(OC)c1O,2.5,-2,-1,-6,-1.1,0,1,2.1,0.1,-5
Nc1nnn(CC(=O)N/N=C/c2ccc(O)cc2)n1,0.6,1,22,0,-0.1,2,-13,1.4,-0.4,2
Brc1ccc(C2Nc3cccc4cccc(c34)N2)o1,-2.1,nt,6,8,1.2,3,14,nt,-0.5,-7
COc1ccc(C(=O)Nc2nnc(S(=O)(=O)N3CCCCCC3)s2)cc1OC,-1.4,-3,-7,13,-1.7,-2,-9,0.8,-3.2,8
Brc1c(CSc2nnc(-c3ccco3)o2)nc2ccccn12,0.1,nt,-4,-9,2.1,-2,-9,2.1,-1.2,-3
COc1ccc(NC(=O)CN2C(=O)COc3ccc(S(=O)(=O)N4CCOCC4)cc32)cc1Cl,-2.2,-1,-1,-12,3.7,0,-6,2.5,-2.5,6
N#Cc1ccc(OC(=O)Cc2ccsc2)cc1,1.4,-1,0,-14,0.9,1,4,0.1,-0.9,-12
CCOCCN1CCN(c2c3c(nc4cc(-c5ccc(F)cc5)nn24)CCC3)CC1,nt,nt,-1,4,nt,-1,-13,-0.9,-0.9,3
Cc1cccc(N2CCN(C(=O)CN3C(=O)C4CC=CCC4C3=O)CC2)c1C (stereo not drawn),1.5,3,-13,-4,2.6,0,-1,3.7,0.4,-5
CCOc1ccc(CCNC(=O)COC(=O)c2nc(Cl)ccc2Cl)cc1OCC,-0.9,2,1,-4,-1.9,2,-25,3.2,0.9,-1
CCCCSCCCNC(=O)c1cn(CC)c2ccc(S(=O)(=O)N3CCOCC3)cc2c1=O,-0.4,-1,9,-16,-0.5,-3,-1,-0.6,-3.1,3
Cc1cccc(OC(=O)c2ccc3nccnc3c2)c1,0.0,-3,3,-6,1.1,-8,-4,-0.8,-7.3,1
CN1C=CC=C/C1=C1\SC(=S)N(c2ccccc2)C1=O,0.2,nt,-4,5,3.0,1,11,1.7,0.4,-1
CCNc1nc(NCC)nc(N/N=C/c2cc(OC)c(OC)c(OC)c2)n1,1.8,-3,-3,-15,1.0,1,-7,-2.5,-1.5,3
O=C(COC(=O)c1ccc(Cl)c(Cl)c1)Nc1cccnc1Cl,-2.3,0,-3,-13,3.2,-7,9,0.1,-1.6,16
COc1ccc(/C=C2\SC(=S)N(CCCC(=O)Nc3ccccc3C(=O)O)C2=O)cc1OC,-1.0,0,10,-4,-0.7,5,nt,4.7,-1.9,19
COc1ccc(OCC(=O)NNC(=O)c2cccc(C)c2)cc1,-0.2,-6,3,-5,2.3,5,-9,1.8,-3.7,nt
COc1ccc(C2N(C(C)=O)CCN2S(=O)(=O)c2ccc(C)cc2)cc1 (stereo not drawn),1.0,2,0,-6,2.9,1,18,-0.2,-1.4,-3
O=C1CCCc2c1cc(C(=O)NCCCN1CCOCC1)c(=O)n2-c1ccc(Cl)cc1,-0.7,-3,1,8,3.5,0,nt,2.0,0.5,-1
COc1ccc(NC(=O)CSc2nnc3ccc(-c4ccccn4)nn23)cc1OC,-1.5,-4,-5,-6,-0.8,2,6,2.4,-0.4,1
NCCCC[C@@H]1NC(=O)[C@H](CCC(=O)O)NC(=O)c2cc([N+](=O)[O-])cc(I)c2NCC[C@@H](C(N)=O)NC1=O,-0.5,nt,-9,-7,-0.6,-1,1,nt,-0.2,11
Clc1ccc(SCCCCn2ccnc2)cc1,-0.9,nt,2,5,1.6,-3,-10,4.8,-0.9,-2
Cc1ccc(S(=O)(=O)NCc2c(Cl)cccc2Oc2ccccc2)cc1,-0.2,nt,-3,5,1.7,-10,-3,nt,-0.3,0

# Three compounds picked at random from those above:
SMILES,Ecoli viability,Wnt act,Tat export inh,PvdQ inh,AddAB inh,DAGLB inh,PfHsp90 yeast 2,phage Ecoli inh,CAL PDZ FP,Rtt109 Vps75
CCNc1nc(NCC)nc(N/N=C/c2cc(OC)c(OC)c(OC)c2)n1,1.8,-3,-3,-15,1.0,1,-7,-2.5,-1.5,3
N/C(CCS(=O)(=O)c1ccc(Cl)cc1)=N\OC(=O)c1ccccc1C(F)(F)F,-2.5,0,12,-7,-0.4,-2,-8,1.6,0.0,4
O=C(Nc1ccccc1F)N1CCc2ccccc2C1,nt,1,-1,-8,nt,0,-5,4.0,-3.3,-5

# (further entries)
SMILES,Ecoli viability,Wnt act,Tat export inh,PvdQ inh,AddAB inh,DAGLB inh,PfHsp90 yeast 2,phage Ecoli inh,CAL PDZ FP,Rtt109 Vps75
NC1=NC[C@H](Cc2ccccc2)N1CC1CCCCC1,-1.0,-3,-5,-7,3.5,1,-9,4.1,-0.9,11
O=C(CCc1ccc(S(=O)(=O)NCc2ccccc2)cc1)NCc1cccnc1,-1.2,-3,10,-15,3.2,-2,-6,3.3,-2.2,-5
Cc1nc2ccccc2c2oc(C(=O)N3CCN(C(=O)c4ccco4)CC3)cc12,-1.8,-2,1,2,3.9,-4,-4,-0.1,-0.8,3
Cc1nn2c(-c3ccccc3)c(-c3ccccc3)nc2[nH]c1=O,1.6,2,-2,5,0.1,0,-7,-0.6,0.0,-12
O=C(Cn1nnc(-c2ccccc2-n2cnnn2)n1)c1ccccc1,1.1,9,-1,-8,1.8,2,16,1.3,-1.8,-4
CC(C)Nc1nnc(SCC(=O)Nc2ccc(F)cc2)s1,-0.9,3,0,-7,1.4,0,5,4.9,-1.8,-6
CCSc1nc2ccccc2c(=O)n1-c1c(C)n(C)n(-c2ccccc2)c1=O,2.0,0,4,15,0.6,2,0,3.4,-3.4,-2
COc1ccc(NC(=O)C(C)N(c2ccc(C)cc2)S(C)(=O)=O)c(OC)c1 (stereo not drawn),-3.3,nt,-1,-13,0.1,-3,14,4.0,-0.5,-13
Cc1ccn2c(C(=O)N/N=C\c3ccc4c(c3)OCO4)c(C)nc2c1,3.8,1,-14,6,3.9,0,-5,-1.0,-1.2,-1
CCOc1ccccc1NC(=O)Cn1nnc(-c2ccc(OCC)c(OCC)c2)n1,-1.2,-16,-1,21,0.9,-3,3,-0.3,-1.6,-3
